14-3-3g Raf = modulators of 14-3-3 gamma protein binding, primary screen, biochemical, fluorescence polarization; 14-3-3 protein gamma (Homo sapiens), P61981; FP, 14-3-3gamma / TMR-pS259-Raf peptide binding; inhibition, % at 40 µM; actives 0.19% (n = 160,000); AID 422, 2006; in the data active = inhibition above about 30%;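 also: 0% = protein plus tracer without compound and 100% = blank with tracer alone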
Target sequence (P61981 whole entry, looked up): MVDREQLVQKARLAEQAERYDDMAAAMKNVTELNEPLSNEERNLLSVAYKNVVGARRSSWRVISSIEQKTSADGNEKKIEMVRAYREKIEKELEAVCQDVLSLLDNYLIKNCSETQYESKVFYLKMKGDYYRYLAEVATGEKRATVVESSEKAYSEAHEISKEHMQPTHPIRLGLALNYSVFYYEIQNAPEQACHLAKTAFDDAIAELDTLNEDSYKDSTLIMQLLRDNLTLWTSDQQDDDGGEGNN
Starred values were filed as active, the others as inactive; & = joins results of further samples. Only part of the results is shown; rates above refer to the full screens.

molecule | 14-3-3g Raf
O=C(CCn1c(=S)[nH]c2cc3c(cc2c1=O)OCO3)N1CCc2ccccc2C1 | -10.8
CC1CCN(C(=O)CSc2nc3c(sc4ccccc43)c(=O)n2CCCN2CCOCC2)CC1 | -9.6
CC1(C)CC(=O)C2=C(C1)C(c1cccnc1)Nc1ccc3ccccc3c12 (stereo not drawn) | -1.6
CCOC(=O)N1CCC(C(N)=O)CC1 | -1.2
COc1ccc(-c2cc(C(F)(F)F)n3nc(C(=O)N4CCCc5ccccc54)cc3n2)cc1 | 1.8
COc1ccc(Cc2nnc(NC(=O)c3cccs3)s2)cc1 | 1.1
Cc1ccc(-n2nc3c(c2NC(=O)C(C)(C)C)CS(=O)C3)cc1 (stereo not drawn) | -24.9
CC1CCN(C(=O)c2cc(N3C(=O)C4C5CCC(C5)C4C3=O)ccc2Cl)CC1 (stereo not drawn) | -8.7
Cc1c(CCO)c2ccccc2n1-c1ccccc1 | -8.3
Cc1ccc(N=Cc2c(C)n(C)c3ccc([N+](=O)[O-])cc23)cc1C | 2.5
CCOc1ccc(-c2cc(CCCC(=O)Nc3cc(OC)ccc3OC)no2)cc1 | -12.8
Cc1cc(NC(=O)COC(=O)C2COc3ccccc3O2)no1 (stereo not drawn) | -3.5
CCC1CCCCN1S(=O)(=O)c1ccc(NC(=O)COc2ccccc2Cl)cc1 (stereo not drawn) | -46.5
N#CCCn1c2c(c3ccccc31)CCc1ccccc1-2 | -0.5
CCOC(=O)C1C(=O)C=C(c2ccc(OC)c(OC)c2)CC1c1ccccc1Cl (stereo not drawn) | -2.0
COc1ccc(C(C2=C(O)CC(C)(C)CC2=O)C2C(=O)CC(C)(C)CC2=O)cc1O (stereo not drawn) | 0.9
CCOc1ccc(C=Nc2ccc(C(=O)O)cc2)c(O)c1 | -1.0
CCCCn1c2nc3ccccc3nc2c2c(=O)n(C(C)CC)cnc21 (stereo not drawn) | -5.1
CCn1cc(SCC(=O)N2CCc3ccccc32)c2ccccc21 | -4.8
O=C(CCn1c(=O)[nH]c2ccsc2c1=O)N1CCN(C2CCCCC2)CC1 | 1.2
O=C(Cn1cnc2ccccc2c1=O)NCc1ccco1 | 1.3
COc1ccc(CCNC(=O)C2CCN(c3nc4ccc(C)cc4[nH]3)CC2)cc1OC | -2.6
O=C(O)C1CCCCC1C(=O)Nc1nc(-c2cccs2)cs1 (stereo not drawn) | -7.8
CCc1nnc2c3c(-c4ccc(C)c(C)c4)csc3ncn12 | -1.1
COc1cccc(C(=O)Cn2c(NCCCO)nc3ccccc32)c1 | -4.6
CC1=C(C(=O)OCCOC(C)C)C(c2coc3ccccc3c2=O)C2=C(CCCC2=O)N1 (stereo not drawn) | -3.8
Cc1ccc(C)c(N2CN(Cc3ccco3)CNC2=S)c1 | -8.0
CCOC(=O)c1c(NC(=O)c2ccc(-c3ccccc3)cc2)sc(C)c1C | 1.0
C=CCNC(=O)CN(c1ccccc1OC)S(=O)(=O)c1ccc(C)cc1 | -12.2
COC(=O)c1ccc(N=Cc2c(O)ccc3oc4c(c23)CCCC4)cc1 | 1.0
C=CCOC(=O)C1=C(C)NC2=C(C(=O)CC(C)(C)C2)C1c1ccc(OCc2ccccc2)c(OC)c1 (stereo not drawn) | -5.5
CSc1ccc(S(=O)(=O)NCCOc2ccccc2C)cc1 | 6.2
CCCCOC(=O)C1=C(C)NC(=O)NC1c1ccc(O)c(OC)c1 (stereo not drawn) | -3.1
COc1ccccc1N1CCN(C(=O)c2cc3nc(-c4ccc(Cl)cc4)cc(C(F)(F)F)n3n2)CC1 | -10.1
CCN(CC)CCn1c(NC(C)=O)nc2ccccc21 | -1.7
CCN(CC)c1nc2c(c(=O)n(C)c(=O)n2C)n1Cc1ccc(F)cc1 | 14.9
Cn1c(=O)c2c(nc(SCC(=O)OCc3ccccc3)n2C)n(C)c1=O | -5.5
CC(C)NS(=O)(=O)c1cc(C(=O)O)ccc1Cl | -8.7
Cc1ccc(-n2nc3ccc(NC(=O)c4cccnc4Cl)cc3n2)cc1 | -9.6
COc1cc2c(cc1NC(=O)CN1CCN(S(=O)(=O)c3ccc(F)cc3)CC1)oc1ccccc12 | -7.5&-9.9
CCCCCC(=O)Nc1cccc(-c2nc3cc(C)cc(C)c3o2)c1 | -22.1
CCN(CC)c1ccc(C2C(C(=O)Nc3cc(C)ccn3)=C(C)NC3=C2C(=O)CC(C)(C)C3)cc1 (stereo not drawn) | -104.5
Cc1ccc(NC(=O)c2ccccc2)s1 | -8.7&0.0
CC(=O)c1ccc(NS(=O)(=O)c2ccccc2)cc1 | -2.2
C[n+]1ccccc1C=Cc1ccc(Br)cc1 | -21.3
Cc1cc(NS(=O)(=O)c2ccc(NC(=O)C3c4ccccc4Oc4ccccc43)cc2)nc(C)n1 | -3.1
Clc1cccc(Cl)c1COc1ccccn1 | -4.1
Cc1[nH]c2ccc(-c3nnc(SCC(=O)O)n3C)cc2c1C | -4.8
CC(=O)CSc1nc2c(c(=O)n(C)c(=O)n2C)n1Cc1cccc(C)c1 | -5.5
Fc1ccc(C2=CC(c3ccccc3OC(F)F)n3ncnc3N2)cc1 (stereo not drawn) | -2.5
CCCn1nnnc1SCC(=O)Nc1nnc(CC)s1 | -7.9
CCOCCCNC(=O)CN1C(=O)CSc2cc(S(=O)(=O)N3CCCCCC3)ccc21 | 1.2
Cc1cc2cc(CCNC(=O)c3ccccc3C)c(=O)[nH]c2cc1C | 5.5
COCCCNC(=O)c1cc2c(=O)n3ccccc3nc2n(C2CCCCC2)c1=N | 2.0
CCN1CCCC1CNC(=O)C1CCCN(S(=O)(=O)c2cccc3nsnc23)C1 (stereo not drawn) | -1.2
Cc1cccc(Cl)c1NC(=O)c1oc2ccc(S(=O)(=O)N3CCOCC3)cc2c1C | 0.0

Quoted from the listing:
Entry for `O=C(CCn1c(=S)[nH]c2cc3c(cc2c1=O)OCO3)N1CCc2ccccc2C1` in 14-3-3g Raf: -10.8
Entry for `Cc1cc(NC(=O)COC(=O)C2COc3ccccc3O2)no1` (stereo not drawn) in 14-3-3g Raf: -3.5
Entry for `CCOCCCNC(=O)CN1C(=O)CSc2cc(S(=O)(=O)N3CCCCCC3)ccc21` in 14-3-3g Raf: 1.2
Entry for `Cc1ccc(NC(=O)c2ccccc2)s1` in 14-3-3g Raf: -8.7&0.0
Entry for `CCCCCC(=O)Nc1cccc(-c2nc3cc(C)cc(C)c3o2)c1` in 14-3-3g Raf: -22.1
Entry for `C=CCNC(=O)CN(c1ccccc1OC)S(=O)(=O)c1ccc(C)cc1` in 14-3-3g Raf: -12.2

(continued)
molecule | 14-3-3g Raf
CCOc1ccccc1NC(=O)CCSc1nc2n[nH]c(C)c2c(=N)n1-c1ccccc1Cl | -6.3
COC(=O)c1ccc(Nc2cc(N3CCCCC3C)c3noc4c3c2C(=O)c2ccccc2-4)cc1 (stereo not drawn) | -77.0
Cc1c(Cl)cccc1NC(=O)CCCN1C(=O)c2cccnc2C1=O | -8.6
COc1ccc(Cl)cc1N1C(=O)C2C(c3ccccc3)OC3(C(=O)c4ccccc4C3=O)C2C1=O (stereo not drawn) | -4.0
CC(NC(=O)Cc1ccc(F)cc1)C(c1cccs1)N1CCN(C)CC1 (stereo not drawn) | 0.9
CC(=NCc1ccco1)c1c(C)[nH]n(-c2nc3ccccc3s2)c1=O | -29.7
CC1=NNC(c2ccc(O)cc2)C1 (stereo not drawn) | -79.0
O=c1[nH]c(CN2CCN(c3ccccc3)CC2)nc2ccccc12 | -6.5&-6.7
O=C(c1cc2ccccc2oc1=O)N1CCSC1c1ccc2c3c(cccc13)CC2 (stereo not drawn) | -1.3
COc1ccc(Br)cc1C1Nc2ccc(C(=O)O)cc2C2C=CCC21 (stereo not drawn) | -121.6
O=[N+]([O-])c1ccc(S(=O)(=O)c2ccccc2[N+](=O)[O-])cc1 | 8.5
CC1CC(C)CN(S(=O)(=O)c2ccc(F)c(C(=O)Nc3ccccc3Cl)c2)C1 (stereo not drawn) | 9.6
O=C(Cn1cnnn1)Nc1ccccc1Cc1ccccc1 | -2.6
COc1cc(-c2cccs2)cc(=O)c2c(C)oc(C)c12 | -29.6&-69.3
CSc1nc(C)c2cc(C)oc2n1 | 7.0
Cc1ccc(-c2nnc(Nc3ccc(C(=O)N(C)C)cc3)c3ccccc23)cc1S(=O)(=O)NCC1CCCO1 (stereo not drawn) | -16.6

An excerpt of these results, as labelled records:
CC1=NNC(c2ccc(O)cc2)C1 (stereo not drawn)
  14-3-3g Raf = -79.0
COC(=O)c1ccc(Nc2cc(N3CCCCC3C)c3noc4c3c2C(=O)c2ccccc2-4)cc1 (stereo not drawn)
  14-3-3g Raf = -77.0
Cc1ccc(-c2nnc(Nc3ccc(C(=O)N(C)C)cc3)c3ccccc23)cc1S(=O)(=O)NCC1CCCO1 (stereo not drawn)
  14-3-3g Raf = -16.6

Next part:
molecule | 14-3-3g Raf
CCc1ccc(N2C(=O)NC3c4ccccc4OC2(C)C3C)cc1 (stereo not drawn) | -6.5
CCCCN(CCCNC(=O)C1CCN(S(=O)(=O)CC)CC1)c1ccccc1 | -4.8
CC1(C)CC(n2c(=S)[nH]c3ccccc3c2=O)CCO1 (stereo not drawn) | -3.1
COc1ccc(Cn2c(SCC(N)=O)nc3c(sc4ccccc43)c2=O)cc1 | -1.1
NC(=O)CC(NC(=O)c1ccco1)C(=O)O (stereo not drawn) | -3.2
Cn1nccc1C(=O)NCCN1C(=O)OC(C)(C)C1(C)O (stereo not drawn) | -4.8
COc1ccc(C2CC(=O)c3c(C)nc(N4CCN(c5ccccc5)CC4)nc3C2)cc1 (stereo not drawn) | -0.8
CC(C)(C)c1ccc(OC(=O)c2cc3ccccc3oc2=O)cc1 | 12.6
COCCN(C(=O)c1csnn1)C(C(=O)NC1CCCCC1)c1cccs1 (stereo not drawn) | -0.9
NS(=O)(=O)c1cc(S(N)(=O)=O)c2cccc3c2c1NC3=O | 1.1
C=CCNC(=O)CCCOc1cc(C)ccc1C | -12.4
CCN(CC)S(=O)(=O)c1cccc(C(=O)Nc2sc3c(c2C#N)CCC(C)C3)c1 (stereo not drawn) | -26.1
C=CCNc1oc(-c2ccc(OCC)cc2)nc1C#N | -0.7
Cc1nn(-c2ccccc2)c2c1C(c1ccccc1)C(C#N)=C(N)O2 (stereo not drawn) | -20.4
COc1ccc(OC)c(NC(=O)c2c(NC(=O)c3ccco3)sc3c2CCC3)c1 | -6.4
COc1ccc(-n2c(Cc3cccn3C)nnc2SCC(=O)Nc2cccc(OC)c2)cc1 | -1.6
CCOc1ccc(NC(=O)CSc2cc(=O)n(C)c3ccccc23)cc1 | -6.6
O=C(Nc1ccccc1[N+](=O)[O-])c1cc2ccccc2oc1=O | -6.1
CCOc1cc2occ(Oc3ccccc3)c(=O)c2cc1CC | -15.6
Cc1ccc(N2C(=O)c3ccc(C(=O)NCCN4CCOCC4)cc3C2=O)cc1 | -6.7
CCCCCCOc1ccc(NC(=O)c2cccs2)cc1 | -37.7
COCc1cc(C)nc(SC)c1C#N | 12.0
Cc1c[n+](C)c(C)cc1Nc1ccccc1 | -9.8
CCCC(=O)Nc1cc2nn(-c3ccc(C)cc3)nc2cc1C | 4.2
O=C(NCC1CCCO1)c1c(O)c2ccccc2[nH]c1=O (stereo not drawn) | 0.8
COC(=O)c1ccc(N2C(=O)C3CC=CC(C)C3C2=O)cc1 (stereo not drawn) | 5.2
CCCCCOC(=O)C1=C(C)N(C)C(=O)NC1c1ccc(Cl)cc1 (stereo not drawn) | -10.7
S=c1[nH]nc(-c2cccc(Br)c2)n1-c1ccccc1 | -3.8
COc1cc(OC)cc(-n2c(=O)c3sccc3n(Cc3cccc(C)c3)c2=O)c1 | 5.1
Cc1ccc(CNC(=O)c2ccc(N3CC4CC(C3)c3cccc(=O)n3C4)c(NS(=O)(=O)c3ccc(Cl)cc3)c2)cc1 (stereo not drawn) | -5.5
CC(=O)CC(O)(c1ccccc1)C(F)(F)C(F)F (stereo not drawn) | -2.9
CN(C)c1ccc(C(c2nnnn2CCOC(=O)Nc2ccc(Cl)cc2)N2CCOCC2)cc1 (stereo not drawn) | -7.9
Cn1c(=O)c2c(SCC(=O)N3CCCC3)nc(-c3ccco3)nc2n(C)c1=O | 0.5
COc1ccc(CNC(=O)C(C)N(c2ccccc2)S(C)(=O)=O)cc1 (stereo not drawn) | -4.1
CCCCc1ccc(-n2nc3ccc(N)cc3n2)cc1 | -9.6
OCC(CO)(CO)N=Cc1c(O)ccc2ccccc12 | 6.1
CCOC(=O)c1c(-c2ccccc2)csc1NC(=O)c1ccc([N+](=O)[O-])cc1Cl | 1.9
CC12c3ccccc3C(c3ccccc31)C1C(=O)N(c3ccccc3[N+](=O)[O-])C(=O)C12 (stereo not drawn) | 0.5
CCCCOC(=O)c1ccc(NC(=O)c2ccc(C(C)(C)C)cc2)cc1 | -4.3
COC(=O)c1cc(Br)c(=O)n(CCc2ccc(F)cc2)c1 | -2.0
COc1ccc(OCCSc2nc(N)cc(=O)[nH]2)cc1 | 6.5
COCCCNC(=O)c1cccn2c(=O)c3c4c(sc3nc12)CCCC4 | -2.1
O=C1CCC(C(=O)N(c2ccccc2)C2(C(=O)NC3CCCC3)CCCCC2)N1 (stereo not drawn) | 0.6
O=C1CC(c2ccccc2)CC(NCc2ccc3c(c2)OCO3)=C1C(=S)Nc1ccccc1 (stereo not drawn) | -4.4
O=C(c1ccc(N2CCCC2=O)cc1)N1CCCCCC1 | -5.0
COc1ccc(NC(=O)C2Cc3ccccc3CN2C(=O)c2ccccc2)cn1 (stereo not drawn) | -23.2
C=CCn1c(SCC(N)=O)nc2sc(CC)cc2c1=O | 2.5
O=c1c2ccc(Cl)cc2[nH]c(=S)n1Cc1cccs1 | 0.8
Cc1nc(NCCN(C)C)c2sc3nc4c(cc3c2n1)COC(C)(C)C4 | -6.6
CCOc1cccc2c1OC1(C)CC2NC(=O)N1c1cccc(F)c1 (stereo not drawn) | -3.6
CCOc1ccc(C2/C(=C(\O)c3ccc(C)cc3)C(=O)C(=O)N2CC(C)O)cc1 (stereo not drawn) | -2.8
CCCCN(C(=O)CN1C(=O)C2CC=CCC2C1=O)c1c(N)n(CCC)c(=O)[nH]c1=O (stereo not drawn) | 3.7
Cc1cc(C)n2nc(SCC(=O)c3ccc[nH]3)nc2n1 | -0.6
COc1ccc(CCNC(=O)COc2ccc(S(=O)(=O)N3CCOCC3)cc2)cc1OC | 4.9

Screening data: PubChem BioAssay, Emory University Molecular Libraries Screening Center
